Screening data deposited in PubChem by several laboratories.
S1P4 antag – S1P4 receptor antagonists, primary screen, cell-based; Sphingosine 1-phosphate receptor 4 (Homo sapiens), O95977; 0.26% of 220,000 active; inhibition, % at 4.98 µM; S1P4-expressing cells, antagonist mode, reporter read-out; in the data active = inhibition above about 29%;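 also: 0% = wells stimulated with agonist and 100% = vehicle wells without agonist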
Target sequence (O95977 whole entry, looked up): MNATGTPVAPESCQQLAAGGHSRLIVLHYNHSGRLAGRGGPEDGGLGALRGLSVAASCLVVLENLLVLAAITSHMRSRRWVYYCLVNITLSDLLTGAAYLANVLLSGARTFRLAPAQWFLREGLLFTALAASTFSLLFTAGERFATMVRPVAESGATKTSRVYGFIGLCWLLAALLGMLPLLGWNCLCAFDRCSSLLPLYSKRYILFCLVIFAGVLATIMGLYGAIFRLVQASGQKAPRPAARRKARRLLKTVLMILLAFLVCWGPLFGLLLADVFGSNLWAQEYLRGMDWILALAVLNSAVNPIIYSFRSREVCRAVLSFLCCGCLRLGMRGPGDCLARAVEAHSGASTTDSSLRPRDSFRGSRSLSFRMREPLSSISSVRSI
NPY-Y2 PAM-ag – NPY-Y2 potentiators or agonists, primary screen, cell-based; Neuropeptide Y receptor type 2 (Homo sapiens), P49146; cells expressing NPY-Y2, potentiator/agonist read-out; activation, % at 3.6 µM; 0.45% of 220,000 active; AID 1359, 2008; in the data active = activation above about 27%;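 also: cells stimulated with NPY near EC25 plus isoproterenol at EC100; 0% = vehicle plus submaximal agonist and 100% = vehicle plus saturating agonist; some results beyond the cut were filed as inactive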
Target sequence (P49146 whole entry, looked up): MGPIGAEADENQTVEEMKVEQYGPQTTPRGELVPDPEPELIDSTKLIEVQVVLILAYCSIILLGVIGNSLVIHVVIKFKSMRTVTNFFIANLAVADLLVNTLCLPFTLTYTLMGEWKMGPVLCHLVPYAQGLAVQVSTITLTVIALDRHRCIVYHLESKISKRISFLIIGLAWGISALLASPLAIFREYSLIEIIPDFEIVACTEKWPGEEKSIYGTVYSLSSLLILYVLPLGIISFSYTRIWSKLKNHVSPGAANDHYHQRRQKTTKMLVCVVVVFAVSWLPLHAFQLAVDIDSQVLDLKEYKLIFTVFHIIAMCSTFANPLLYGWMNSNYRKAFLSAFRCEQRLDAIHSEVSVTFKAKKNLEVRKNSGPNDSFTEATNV
NPY-Y1 antag – NPY-Y1 receptor antagonists, primary screen, cell-based; HEK293-CNG Y1 cells, membrane potential fluorescence; NPY at EC95, then isoproterenol; inhibition, % at 3.6 µM; 1% of 200,000 active; AID 1040, 2008;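 active = inhibition above the campaign mean inhibition of all tested compounds plus 3 SD, cut at about 20% in these data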;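 also: 0% = DMSO wells given NPY plus isoproterenol and 100% = isoproterenol alone without NPY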
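Material: HEK293 Y1/CNG channel cell line | Also added: NPY (25 nM), isoproterenol (1 µM), Ro 20-1724 (25 µM) | Compound: One concentration, 3.6 µM, in 0.4% DMSO | Schedule: 3 h dye uptake, 1 h room-temperature compound, 45 min post-isoproterenol | Signal: Membrane-potential fluorescent dye readout | Read-out: % inhibition of NPY effect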
RBBP9 inh – human RBBP9 inhibitors, primary screen, biochemical, fluorescence polarization, FP-Rh probe, HTS. Serine hydrolase RBBP9 (Homo sapiens), O75884. recombinant RBBP9. inhibition, % at 7.94 µM. 0.2% of 220,000 active;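 active = inhibition above the campaign mean of all tested compounds plus 3 SD, cut at about 14% in these data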;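 also: plate controls were DMSO wells with RBBP9 for no effect and wells lacking RBBP9 protein for full effect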
Target sequence (O75884 whole entry, looked up): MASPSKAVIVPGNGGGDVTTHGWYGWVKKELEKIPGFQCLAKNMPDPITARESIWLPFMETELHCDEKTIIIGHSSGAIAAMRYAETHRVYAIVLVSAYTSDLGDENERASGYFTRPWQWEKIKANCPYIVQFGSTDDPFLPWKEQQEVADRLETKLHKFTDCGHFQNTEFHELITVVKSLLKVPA
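system = RBBP9 protein | input = RBBP9 at 2.5 µM in dispensed solution, before mixing | measured by = fluorescence polarization (mP), excitation 525 nm, emission 598 nm | incubation = enzyme-compound preincubation 30 min, then probe labeling 45 min, 25 °C | buffer or medium = Tris-NaCl-Pluronic buffer, pH 8.0 | compound = single dose 7.94 µM | also added = FP-Rh probe, 375 nM dispensing solution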
BaF3 tox – parental Ba/F3 cell viability inhibition, counter-screen for JAK2V617F inhibitor project, murine pro-B, CellTiter-Glo luminescence. 1.1% of 220,000 active. inhibition, % at 5.6 µM. AID 1486, 2009. CellTiter-Glo ATP luminescence;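 active = inhibition above a per-campaign cutoff, the mean inhibition of all tested compounds plus 3 SD, cut at about 27% in these data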;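 also: 0% = DMSO wells and 100% = JAK Inhibitor I control wells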
NPY1 pot ag – NPY-Y1 receptor potentiators or agonists, primary screen, cell-based; activation, % at 3.6 µM; NPY-Y1 expressing cells, potentiator/agonist activation; Neuropeptide Y receptor type 1 (Homo sapiens), P25929; 0.37% of 220,000 active; in the data active = activation above about 33%, passing the limit was not always enough;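 also: cells stimulated with NPY at EC10 then isoproterenol at EC100; 0% = low agonist plus stimulus and 100% = saturating agonist plus stimulus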
S1P4 ag – S1P4 receptor agonists, primary screen, cell-based. Sphingosine 1-phosphate receptor 4 (Homo sapiens), O95977. S1P4-expressing cell line, agonist reporter assay. activation, % at 4.98 µM. 0.35% of 220,000 active. AID 1509, 2009; in the data active = activation above about 11%;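 also: 0% = DMSO vehicle and 100% = reference agonist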
Ba/F3 V617F tox – reduced viability of JAK2V617F-dependent Ba/F3 cells, primary screen, JAK2V617F inhibitor project, cell-based, Ba/F3 EpoR-JAK2V617F, luminescence | ATP luminescence | inhibition, % at 5.6 µM | 1.1% of 220,000 active | AID 1446, 2008;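 active = inhibition above the campaign mean plus 3 SD over all tested compounds, cut at about 24% in these data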;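 also: cytokine-independent growth of Ba/F3 cells driven by EpoR plus mutant JAK2; 0% = DMSO-treated cells and 100% = JAK inhibitor I control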
Runt-CBFb FRET – inhibitors of RUNX1 Runt–CBFb binding, primary screen, biochemical, FRET, Cerulean-Runt, Venus-CBFb, uHTS | Runt-related transcription factor 1 (Homo sapiens) + Core-binding factor subunit beta … | Cerulean-Runt/Venus-CBFb FRET ratio 530/480, 1 h | inhibition, % at 20 µM | 0.46% of 220,000 active | AID 1496, 2009;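 active = inhibition over about 50% at 20 µM in the single-dose screen, limit read from the data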;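 also: 0% = DMSO wells and 100% = excess unlabeled CBFb competitor control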
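Assay system: Cerulean-tagged RUNX1 Runt domain (FRET donor) fusion protein / Amount: 100 nM each of Venus-CBFb and Cerulean-Runt domain / Medium: Tris buffer pH 7.5 with salts and BSA / Also added: Venus-CBFb 100 nM / Schedule: 1 h complex formation plus 1 h compound treatment, room temperature / Signal: FRET fluorescence / Read-out: loss of energy transfer signal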
* marks the source's active call; other numbers are inactive results; . = not tested or not shown; & = joins results of further samples.

SMILES | S1P4 antag | NPY-Y2 PAM-ag | NPY-Y1 antag | RBBP9 inh | BaF3 tox | NPY1 pot ag | S1P4 ag | Ba/F3 V617F tox | Runt-CBFb FRET
CSc1ccc(Cl)c(C(=O)Nc2ccc(C)cn2)c1 | -1.1 | 2.0 | 1.0 | -7.6 | 5.8 | 0.6 | 2.2 | 2.1 | -0.3
S=C(Nc1cccc(Cl)c1)N1CCOCC1 | -16.9 | 0.1 | 1.6 | 3.5 | 5.4 | 1.6 | -1.6 | 0.9 | 0.3
CC1(C)Oc2ccc(NC(=O)C3COc4ccccc4O3)cc2O1 (centres undefined) | -4.6 | -18.5 | 11.8 | -5.1 | 2.2 | -24.2 | 0.5 | -0.1 | 2.7
N#CC(C#N)=C1C=CC=CN1/C(=C\c1ccco1)C(=O)c1ccc(-c2ccccc2)cc1 | 68.9* | -10.7 | 2.2 | -7.1 | 1.8 | -48.4 | -2.8 | 22.0 | 8.9
CCN(CC)S(=O)(=O)c1ccc2c(c1)nc(CCC(=O)OCC(=O)Nc1cc(Cl)cc(Cl)c1)n2C | -3.8 | 22.4 | 4.3 | -6.4 | 8.3 | -15.6 | -1.4 | 2.6 | -4.4
CCOC(=O)Nc1ccc([N+](=O)[O-])cc1OC | 2.3 | -16.3 | 5.5 | -5.7 | -0.1 | -16.4 | -1.1 | 1.0 | .
CC(C)(C)n1nnnc1CN(Cc1ccco1)Cc1cc2cc3c(cc2[nH]c1=O)OCO3 | 8.5 | 21.2 | 0.1 | -5.2 | -1.1 | 0.1 | 0.7 | -3.4 | -31.2
CCc1nc2c(sc3nc4c(cc32)COC(C)(C)C4)c(=O)n1CCN(CC)CC | -10.7 | -24.3 | 2.4 | 3.0 | 7.9 | 7.2 | -0.9 | 2.9 | -1.7
O=C(Nc1nnc(-c2ccc(F)cc2)o1)c1cccc([N+](=O)[O-])c1 | -15.1 | -10.2 | 0.3 | -2.9 | 10.2 | -24.0 | 0.3 | 0.7 | 1.6
CCN(CC)C(=O)Nc1ccc(Br)cc1 | 0.2 | -14.5 | 2.6 | -9.0 | 7.6 | -18.5 | -0.9 | 0.6 | 0.8
CCC(C(=O)NC1CCCC1)N(C(=O)Cn1nnc(-c2ccc(C)o2)n1)C(C)(C)C (centres undefined) | 3.1 | 5.2 | 4.2 | -5.9 | 8.5 | 16.9 | -0.5 | -0.7 | 2.0
COc1cccc(NC(=O)CN(c2cccc(C(F)(F)F)c2)S(C)(=O)=O)c1 | -4.7 | -0.5 | -3.4 | -5.5 | 5.1 | 13.4 | 11.7* | 0.3 | -3.8
Cc1ccc(SCCNC(=S)Nc2cc(C)cc(C)c2)cc1 | 4.9 | -15.3 | -1.6 | 5.8 | -1.1 | 8.8 | -1.9 | 10.4 | 0.1
O=C(NCCc1ccc(Cl)cc1)C1CCC(CNc2c(N3CCCCC3)c(=O)c2=O)CC1 (centres undefined) | 10.3 | 9.6 | -1.0 | -3.7 | 7.6 | -15.0 | -1.9 | 3.4 | -0.9
O=C(Nc1cccc(Br)c1)c1ccc(CSc2ccccc2)cc1 | -2.4 | 6.9 | 1.6 | -3.0 | -0.8 | -16.9 | 0.2 | -3.9 | -1.7
Cc1nc2c(C(=O)NCCC(C)C)c[nH]n2c(=O)c1Cc1ccccc1F | -2.9 | -9.5 | 2.3 | 5.4 | 6.6 | -16.7 | -5.4 | 0.5 | 0.6
COc1ccc(C2=NNC(c3cccnc3)=Nc3ccccc32)cc1 | -3.7 | -5.1 | 5.5 | -10.9 | 9.2 | -0.8 | 0.2 | 0.3 | 2.6
O=C(c1ccc(Cl)c([N+](=O)[O-])c1)N(Cc1ccccc1)C1CCS(=O)(=O)C1 (centres undefined) | -4.0 | -2.3 | -3.7 | -2.3 | 2.9 | 3.5 | 2.2 | -0.8 | 0.0
CC(C(=O)NC1CCCC1)N(C(=O)CS(=O)CC(=O)Nc1ccc(F)cc1)c1ccc2c(c1)OCCO2 (centres undefined) | -4.9 | 0.8 | -0.1 | -7.5 | 3.2 | -13.7 | -4.1 | -3.4 | -1.1
Cc1cnc([N+](=O)[O-])n1CCOC(=O)NC(=O)c1ccccc1Cl | -15.7 | 0.3 | 5.9 | 14.5* | -2.0 | 7.1 | 0.9 | -1.8 | 1.1
O=C(NCCCO)c1ccc2nc(-c3ccco3)c(-c3ccco3)nc2c1 | -11.2 | -2.7 | 9.3 | 8.6 | 10.4 | 4.8 | 2.9 | 0.7 | 7.7
Cc1ccc2oc3c(c(=O)c2c1)C(c1ccc(F)cc1)N(CCCN1CCOCC1)C3=O (centres undefined) | -12.2 | 8.3 | 6.2 | -12.1 | -1.8 | 11.2 | 0.0 | -5.0 | 3.1
O=C(CCN1C(=O)c2ccccc2C1=O)Nc1ccccn1 | -8.5 | 18.8 | -7.0 | -2.6 | 1.0 | -17.9 | -0.3 | -1.6 | 0.4
Cc1ccc(S(=O)(=O)N2CCN=C2SCc2ccccc2)cc1 | -2.3 | -4.1 | 12.9 | -8.5 | 2.5 | -13.9 | 0.5 | 2.3 | -1.6
CCC(c1nnnn1C(C)(C)C)N(Cc1ccco1)Cc1cc2cccc(C)c2[nH]c1=O (centres undefined) | -2.2 | -10.7 | 12.5 | 2.2 | 3.8 | -9.1 | 2.2 | 0.0 | -3.8
CCOc1ccc(OCc2cccc(C(=O)N3CCOCC3)c2)cc1 | 1.3 | 11.1 | -0.1 | 0.2 | 5.2 | -22.1 | 0.3 | 1.9 | -1.7
CC(=O)Nc1nonc1NC(=O)CSc1nc2ccccc2o1 | -12.5 | -7.6 | 6.3 | -6.3 | 2.1 | -12.4 | 1.9 | -1.0 | 1.2
CCC(=O)N(Cc1ccccc1)c1ccccn1 | -7.6 | 5.3 | 2.3 | 1.9 | 1.3 | 5.7 | 2.0 | -5.3 | -1.0
CN(CC(O)CN1CCOCC1)S(=O)(=O)O (centres undefined) | -13.0&6.2 | 4.4&15.4 | 0.3 | -12.6&-7.2 | -4.5&4.7 | 14.6&17.3 | 0.0&0.7 | 0.0&-1.7 | -0.2&0.2
COc1cccc(-n2nnnc2SCC(=O)N2CCCc3ccccc32)c1 | 2.5 | -10.6 | 1.5 | -0.5 | 1.9 | -6.8 | 1.4 | -2.0 | 2.6
Cc1cc(=O)n2nc(N3CCCC3C(=O)NCc3ccccn3)sc2n1 (centres undefined) | -25.6 | 2.4 | -1.2 | -4.8 | 2.6 | 4.8 | 0.6 | -3.4 | 0.6
c1ccc(-c2noc(CN3CCN(c4ccccc4)CC3)n2)cc1 | -17.8 | -3.3 | 7.4 | -9.7 | 7.5 | -18.4 | 0.5 | -1.1 | 4.0
O=C(c1cn(CC(=O)N2CCCC2)c2ccccc12)C1CCCCC1 | 5.8 | -19.7 | 0.5 | -11.1 | 6.2 | 8.3 | 0.6 | -0.4 | 0.4
Cc1nnc(SCC(=O)NNC(=O)COc2ccc(Cl)cc2)s1 | 13.1 | 9.1 | -0.5 | -2.6 | 6.8 | 22.2 | 1.1 | -2.1 | 1.1
Cc1cc(C)cc(OCC(=O)Nc2ccc3c(c2)C(=O)c2ccccc2C3=O)c1 | -9.7 | 2.6 | -5.4 | -7.8 | 3.2 | 5.8 | 1.2 | -3.0 | 3.0
CC1=CCn2c(=O)c3ccccc3c(=O)n2C1 | 4.1 | 5.4 | -2.5 | -3.8 | -0.5 | -7.0 | 3.2 | -1.4 | -3.2
COc1cc(C(=O)OCC(C)=O)cc(NC(=O)c2ccco2)c1OC | -7.6 | 3.4 | 1.0 | -6.8 | 1.0 | 0.1 | -1.3 | 0.3 | -0.2
O=S(=O)(c1cccc(NC(=S)N2CCN(c3ccccc3)CC2)c1)C(F)F | -6.5 | 11.6 | -1.9 | -1.7 | 0.9 | 21.8 | 4.3 | -3.0 | 3.4
O=C1CC(N2CCN(Cc3ccc4c(c3)OCO4)CC2)C(=O)N1c1cccc2ccccc12 (centres undefined) | 2.1 | -5.6 | 4.7 | -3.8 | 6.5 | 7.8 | -0.2 | -1.1 | .
CCOC(=O)c1nn(-c2ccc(Cl)cc2)c2nc(CC)c(C#N)c(=O)n12 | -16.9 | -7.2 | -0.5 | -3.7 | 2.1 | -9.6 | 2.4 | -0.5 | -3.3
Cc1ccc2c(c1)C(C)(C)[C@]1(C)NC(=O)CCN21 | -3.5 | -12.3 | -1.9 | -5.7 | 5.0 | 7.8 | 1.4 | 1.5 | -2.4
COc1cc(C2NC(=O)C(C#N)=C(S)N2c2ccc(C)cc2)ccc1OC(C)C (centres undefined) | -6.1 | 11.6 | -2.1 | 4.1 | 4.6 | -4.0 | 2.2 | -3.9 | 3.5
COc1ccc(-c2noc(C3CCCN(S(=O)(=O)c4cccc(Cl)c4)C3)n2)cc1OC (centres undefined) | -1.9 | -2.0 | -2.8 | 0.9 | 2.9 | -2.2 | 0.1 | -3.3 | -4.3
O=C(COc1ccc(S(=O)(=O)NCc2ccccc2)cc1Cl)N1CCOCC1 | 2.4 | -21.8 | 7.2 | -4.6 | 3.8 | -24.4 | -0.7 | 3.6 | -0.9
CCS(=O)(=O)c1ccc(O)c(NC(=O)Nc2ccccc2)c1 | -0.3 | -6.4 | 4.8 | -7.4 | 7.3 | -2.1 | -0.6 | 3.9 | 0.2
CCc1ccccc1NC(=O)c1nnn(CC(=O)Nc2cccc(C)c2)c1N | 5.7 | -26.7 | 8.7 | -11.2 | 4.7 | -11.3 | -0.2 | 7.4 | -0.4
COc1cccc(OC)c1OCc1cc(C2C3CCCC=C3C(C#N)=C(N)C2(C#N)C#N)c(C)cc1C (centres undefined) | 4.4 | -2.7 | -2.2 | -0.6 | 2.7 | 7.7 | 0.0 | 0.9 | 13.4
CCC(=O)N1CCN(c2ccc(NC(=O)c3ccco3)cc2)CC1 | -12.4 | 9.8 | 2.8 | 6.8 | -0.8 | -9.4 | 0.6 | -5.0 | 0.7
